Source: PubChem BioAssay (several laboratories)
NCOA2 inhibitor – inhibition of GAL4-SRC2 driven luciferase reporter, primary screen, SRC2 inhibitor project, cell-based, luminescence | hit rate 0.17% among 370,000 | inhibition, % at 9 µM | Nuclear receptor coactivator 2 (Homo sapiens), Q15596 | AID 651957, 2012 | HEK293 GAL4-SRC2 luciferase reporter;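 active = inhibition above the mean inhibition of all tested compounds plus 3 SD, set per campaign, cut at about 52% in these data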;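 note: 0% = DMSO treated cells and 100% = cells given Gossypol at 36 µM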
SRC3 inh – SRC3 coactivator transcriptional activity inhibitors, primary screen, cell-based, luminescence. Nuclear receptor coactivator 3 (Homo sapiens), Q9Y6Q9. HEK293 GAL4-SRC3 luciferase reporter. inhibition, % at 3.6 µM. hit rate 0.17% among 360,000. AID 588352, 2011;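 active = inhibition above a per-campaign cutoff, the mean of all compounds plus 3 SD, cut at about 60% in these data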;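 note: 0% = DMSO-treated cells and 100% = gossypol-treated cells at 36 µM; higher means less SRC3-driven luciferase light from the GAL4 reporter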
Target sequence (Q9Y6Q9 whole entry, looked up, the tested form may be a part): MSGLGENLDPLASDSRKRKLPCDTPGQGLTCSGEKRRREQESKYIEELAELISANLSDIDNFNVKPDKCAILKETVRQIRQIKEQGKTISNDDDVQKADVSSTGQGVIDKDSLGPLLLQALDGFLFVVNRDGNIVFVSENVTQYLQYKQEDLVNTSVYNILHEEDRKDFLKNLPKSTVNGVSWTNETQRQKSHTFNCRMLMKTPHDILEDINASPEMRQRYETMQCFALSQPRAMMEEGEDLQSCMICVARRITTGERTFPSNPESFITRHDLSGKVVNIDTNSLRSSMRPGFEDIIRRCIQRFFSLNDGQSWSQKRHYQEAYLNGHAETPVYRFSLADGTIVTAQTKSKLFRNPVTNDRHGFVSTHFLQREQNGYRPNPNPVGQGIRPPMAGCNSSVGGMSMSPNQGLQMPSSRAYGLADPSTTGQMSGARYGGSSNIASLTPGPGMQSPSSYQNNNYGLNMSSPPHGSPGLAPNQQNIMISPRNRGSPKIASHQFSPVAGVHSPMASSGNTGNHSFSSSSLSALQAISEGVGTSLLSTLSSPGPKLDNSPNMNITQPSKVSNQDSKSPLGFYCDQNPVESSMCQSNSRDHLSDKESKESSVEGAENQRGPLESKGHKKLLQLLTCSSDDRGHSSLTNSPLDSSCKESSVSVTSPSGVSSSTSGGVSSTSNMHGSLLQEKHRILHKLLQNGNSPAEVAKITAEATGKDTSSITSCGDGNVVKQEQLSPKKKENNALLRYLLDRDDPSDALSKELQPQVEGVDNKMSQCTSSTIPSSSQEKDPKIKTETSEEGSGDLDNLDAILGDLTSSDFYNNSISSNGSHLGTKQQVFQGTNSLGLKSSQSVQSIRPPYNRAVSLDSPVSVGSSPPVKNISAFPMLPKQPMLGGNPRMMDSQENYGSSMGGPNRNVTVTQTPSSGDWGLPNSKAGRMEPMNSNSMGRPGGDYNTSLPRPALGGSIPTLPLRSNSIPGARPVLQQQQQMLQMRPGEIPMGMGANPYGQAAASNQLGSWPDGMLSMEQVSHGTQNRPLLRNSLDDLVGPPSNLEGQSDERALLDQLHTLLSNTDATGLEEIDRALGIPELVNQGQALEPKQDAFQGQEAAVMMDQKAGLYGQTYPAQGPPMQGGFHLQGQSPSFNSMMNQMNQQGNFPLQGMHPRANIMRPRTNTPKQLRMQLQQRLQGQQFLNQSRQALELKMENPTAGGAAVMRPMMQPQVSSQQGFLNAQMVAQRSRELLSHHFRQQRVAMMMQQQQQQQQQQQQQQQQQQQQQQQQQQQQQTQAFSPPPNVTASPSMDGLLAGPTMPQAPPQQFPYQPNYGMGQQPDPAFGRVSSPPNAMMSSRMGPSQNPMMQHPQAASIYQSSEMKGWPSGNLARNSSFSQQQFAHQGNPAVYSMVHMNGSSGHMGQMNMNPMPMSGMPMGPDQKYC
SRC1 inh – SRC1 coactivator transcriptional activity inhibitors, primary screen, cell-based, luminescence | inhibition, % at 3.6 µM | HEK293 GAL4-SRC1 luciferase reporter | Nuclear receptor coactivator 1 (Homo sapiens), Q15788 | AID 588354, 2011 | hit rate 0.12% among 360,000;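 active = inhibition above the campaign mean plus 3 SD, with each screening campaign given its own cutoff, cut at about 60% in these data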;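 note: 0% = DMSO treated cells and 100% = gossypol at 36 µM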
COUP-TFII inh – NR2F2 transcriptional activity inhibitors, primary screen, cell-based, luciferase reporter, HEK293T, luminescence. hit rate 0.7% among 370,000. COUP transcription factor 2 (Homo sapiens), P24468. inhibition, % at 8.6 µM. HEK293T NGFI-A luciferase reporter. AID 686940, 2013;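 active = inhibition above a per-plate cutoff, mean inhibition of test wells between control levels plus 3 SD, cut at about 38% in these data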;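 note: cells cotransfected with COUP-TFII expression vector driving the NGFI-A reporter; 0% = median of COUP-TF2 test wells and 100% = reporter-only cells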
TWEAK-Fn14 inh – inhibitors of TWEAK-Fn14 signaling, primary screen, luciferase reporter cells, uHTS; inhibition, % at 10 µM; hit rate 2% among 360,000; TWEAK-stimulated Fn14 reporter cells, luciferase luminescence, 8 h; in the data active = inhibition above about 50%
KKLEB tox – cytotoxicity in KKLEB CF airway cells, primary screen, cytotoxicity control for CF NF-kB inhibitor project, cell-based, uHTS, fluorescence assay plates; hit rate 0.36% among 360,000; activity change (cytotoxicity), % at 5 µM; KKLEB CF airway cells viability, ATPlite luminescence, overnight; hits give low values; cells stimulated with P. aeruginosa culture filtrate;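 active = corrected activity change at or below -50% at 5 µM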
TROY signal inh – inhibitors of TROY-driven NF-kB signaling, primary screen, Q293 LMP1-TROYcd cells, NF-kB luciferase, uHTS. hit rate 0.98% among 360,000. Q293 LMP1-TROYcd NF-kB luciferase reporter, 4 h. inhibition, % at 10 µM;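 active = compounds whose plate-normalised and pattern-corrected inhibition of the luciferase reporter signal at the single screening dose is 50% or more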
C8 TRAIL sens – viability loss with TRAIL in NB7+C8 cells, primary screen, TRAIL sensitizer project, cell-based, ATPlite luminescence; inhibition (viability loss, TRAIL sensitization), % at 10 µM; hit rate 1% among 360,000; AID 624354, 2012;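 active = compounds causing at least 50% loss of cell viability in the single-dose screen, relative to plate controls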
CF NFkB block – inhibitors of PAF-induced NF-kB signaling, primary screen, cell-based, GFP fluorescence, uHTS | hit rate 0.86% among 360,000 | KKLEB NF-kB-GFP reporter, GFP fluorescence overnight | inhibition, % at 5 µM;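 active = at least 50% inhibition at 5 µM, scaled per plate between neutral and stimulator controls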;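 note: PAF is a Pseudomonas aeruginosa culture filtrate used as stimulus; plate controls were PAF-stimulated DMSO wells for no effect and unstimulated DMSO wells for full effect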
EBV LMP1 NFkB – EBV LMP1-driven NF-kappaB luciferase reporter inhibitors, primary screen, cell-based, luminescence, single point; inhibition, % at 12.5 µM; hit rate 0.69% among 350,000; AID 504558, 2011; LMP1-induced NF-kappaB luciferase reporter cells; in the data active = inhibition above about 41%;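 note: 0% = neutral control wells and 100% = reference inhibitor control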
NR5A2 inv ag – LRH-1 (NR5A2) inverse agonists, primary screen, cell-based, luminescence, HEK293T, StAR-luciferase reporter; inhibition, % at 3.6 µM; AID 602396, 2012; hit rate 0.13% among 360,000; LRH-1 transfected, 24 h; Nuclear receptor subfamily 5 group A member 2 (Homo sapiens), O00482;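 active = inhibition above the mean inhibition of all tested compounds plus 3 SD, cut at about 73% in these data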;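 note: 0% = DMSO wells and 100% = reporter-only cells lacking LRH-1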
Numbers without * were called inactive; x = no result given.

Sample of the layout:
Each structure is followed by: NCOA2 inhibitor, SRC3 inh, SRC1 inh, COUP-TFII inh, TWEAK-Fn14 inh, KKLEB tox, TROY signal inh, C8 TRAIL sens, CF NFkB block, EBV LMP1 NFkB, NR5A2 inv ag
- O=C(Nc1cccc([N+](=O)[O-])c1)N1CCc2ccccc2C1
  -48, -22, -39, -12, -26, -12, -44, -1, 22, -12, -51
- COc1ccc(S(=O)(=O)N2CCCC(C(=O)N3CCOCC3)C2)cc1Cl (stereo not drawn)
  7, -4, -15, 18, -29, -6, -4, -6, 13, -4, -4

Results (from the top)
Each structure is followed by: NCOA2 inhibitor, SRC3 inh, SRC1 inh, COUP-TFII inh, TWEAK-Fn14 inh, KKLEB tox, TROY signal inh, C8 TRAIL sens, CF NFkB block, EBV LMP1 NFkB, NR5A2 inv ag
- O=C(Nc1cccc([N+](=O)[O-])c1)N1CCc2ccccc2C1
  -48, -22, -39, -12, -26, -12, -44, -1, 22, -12, -51
- COc1ccc(S(=O)(=O)N2CCCC(C(=O)N3CCOCC3)C2)cc1Cl (stereo not drawn)
  7, -4, -15, 18, -29, -6, -4, -6, 13, -4, -4
- CCN(CC)S(=O)(=O)c1ccc(C)c(NC(=O)CN(C)C)c1
  -4, 8, -10, 12, 16, 1, 53*, 2, -12, 0, 6
- COc1ccc(CN(C(=O)c2snc(C(N)=O)c2N)C(C(=O)NC2CCCC2)c2ccc(OC)cc2)cc1 (stereo not drawn)
  9, -12, -2, 10, 0, -3, 5, -2, 12, 0, 1
- Brc1ccc(C2=Nn3c(nnc3-c3cccnc3)SC2)s1
  x, 2, -54, x, -21, -1, 0, 5, -35, -3, 35
- CC1(C)CC(=O)C=C(c2cc3ccccc3s2)C1
  -22, -18, -23, -8, -5, -9, -54, 7, 6, -13, -1
- Cc1onc(-c2ccccc2Cl)c1C(=O)NCc1nnnn1-c1ccc(F)cc1
  -5, 1, -10, -5, -5, 10, -9, 11, 1, -3, -5
- O=C(C1CCN(S(=O)(=O)N2CCOCC2)CC1)N1CCN(Cc2ccc3c(c2)OCO3)CC1
  -4, 7, 2, 19, -5, 5, -8, -8, -5, 1, -1
- CCCN=C1N(C)C[C@@H]2[C@@H]3C(=O)N(C)C(=O)[C@@H]3[C@](Cc3ccccc3)(C(=O)OC)N12
  -15, -8, 8, -16, 10, -13, 0, -2, 11, -4, -18
- O=C(CNCc1ccccn1)N1CCc2ccccc2C1
  -8, -12, -36, -28, 18, -2, -13, -8, 8, -5, -5
- Cc1ccc(S(=O)(=O)N2CCOCC2)cc1NC(=O)COC(=O)CCC(=O)c1ccc(F)cc1
  -7, -12, -8, -13, 6, -3, -3, 9, 14, -16, -2
- CC(=O)N1c2ccc(S(=O)(=O)N3CCC(C(=O)NCc4ccccc4Cl)CC3)cc2CC1C (stereo not drawn)
  -19, -6, 4, 13, -12, -10, 9, -6, 3, -5, 14
- COc1ccc(-c2csc(NC(=O)CN3C(=O)NC4(CCCC4)C3=O)n2)c(OC)c1
  9, 2, 14, 16, -6, 10, -21, 5, -41, -2, -6
- COc1ccc(C)c2sc(N(CCN(C)C)C(=O)/C=C/c3cccs3)nc12
  18, 11, 0, 13, -1, -35, -38, -2, 56*, 0, 27
- COc1ccc(/C=C2\SC(=S)N(C(C)C(=O)NC3C=CS(=O)(=O)C3)C2=O)cc1 (stereo not drawn)
  -6, 2, -9, -4, -5, 14, -55, 9, -8, -6, 1

Further entries
Each structure is followed by: NCOA2 inhibitor, SRC3 inh, SRC1 inh, COUP-TFII inh, TWEAK-Fn14 inh, KKLEB tox, TROY signal inh, C8 TRAIL sens, CF NFkB block, EBV LMP1 NFkB, NR5A2 inv ag
- COc1cccc(/C=N/N2CCN(c3ccc(Cl)cc3)CC2)c1OC
  -19, 8, -14, 15, 5, 17, 24, -11, -17, 0, 35
- CC(=O)CSc1nc2cc3c(cc2cc1C#N)OCCO3
  -71, -81, -76, -69, 84*, 10, 40, 67*, -91, -11, -176
- CC1CCN(C(=O)COC(=O)CCC(=O)c2ccc(Cl)cc2)CC1
  1, 9, -2, 8, -9, -5, 3, -5, 4, 2, -11
- Cc1ccc(C(=O)Nc2c3c(nn2C(C)(C)C)CS(=O)(=O)C3)cc1C
  -32, -4, 0, -15, -6, -3, 14, 1, 2, 5, 3
- O=C(NCCS(=O)(=O)NCc1ccc(F)cc1)c1ccccc1
  4, 11, -16, 12, -4, -7, 7, -20, 4, -4, -2
- CCOc1ccc2nc(C)cc(Nc3ccc4c(c3)OCCO4)c2c1
  4, 9, 7, -8, -62, -1, -15, -9, -29, -3, 17
- Cc1ccc2cc(C)c3nnc(SCc4ccc(C(=O)O)cc4)n3c2c1C
  -45, 12, 3, -21, -25, 1, -21, -9, -22, 1, -4
- CC(C)NCC(O)COCCOc1ccc(C(C)(C)C)cc1 (stereo not drawn)
  -2, -1, 16, -12, -4, -5, 8, 0, 4, -2, 2
- NC(=O)c1c(NC(=O)C2CCCO2)sc2c1CCC2 (stereo not drawn)
  7, -7, -43, -14, -20, 8, -19, 15, -11, -21, 4
- COc1cc(NCCCCCCCN)c2ncccc2c1
  x, -9, -1, x, 97*, -14, -7, 46, 11, 4, 6
- Cc1ccc(-n2nc3c(=O)n(CCCC(=O)N4CCC(C(N)=O)CC4)nc(C)c3c2C)cc1
  -26, 11, 23, -12, -3, 2, 5, 19, -1, 1, -30
- CC1(C)Cc2c(sc3nc(N/N=C/c4ccccc4)[nH]c(=O)c23)CO1
  -14, 3, -4, -10, 21, 8, 0, 6, -21, -17, -16
- CCN(CC(=O)Nc1cccc(OC)c1)CC(=O)Nc1ccc(C)cc1Cl
  -3, 8, -1, 14, 14, 13, 0, -10, 7, 1, 7
- C=CCn1cnnc1SCC(=O)N(C1CCCCC1)C1CCS(=O)(=O)C1 (stereo not drawn)
  8, 12, -6, -6, 23, -6, -7, -4, 3, -4, -11
- CCOc1ccc(C(CC(=O)O)NC(=O)C(Sc2ccccc2)c2ccccc2)cc1 (stereo not drawn)
  -14, 5, 7, 14, -13, 0, 6, 10, -22, 1, 1

(list continues)
Each structure is followed by: NCOA2 inhibitor, SRC3 inh, SRC1 inh, COUP-TFII inh, TWEAK-Fn14 inh, KKLEB tox, TROY signal inh, C8 TRAIL sens, CF NFkB block, EBV LMP1 NFkB, NR5A2 inv ag
- CCNC(=O)C1(C)CCCN1C(=O)c1ccc2c(c1)OCO2 (stereo not drawn)
  -3, 10, -5, -17, 1, 3, 6, -10, 15, x, -4
- COc1ccc(C#Cc2ccc3c(c2)c(=O)c2ccccc2n3C)cc1
  -34, 0, -2, -27, -44, 13, -17, 0, -66, -10, 3
- COc1ccccc1Cn1c(-c2ccccc2OC)nc2ccccc21
  5, -39, 17, 11, 7, 4, 14, 13, -8, 1, 3
- CCCCCSc1ncccc1C(=O)O
  -22, -4, 1, 7, 11, -2, -17, -5, -2, -1, 19
- O=C(COc1ccc(C(=O)NCCN2CCOCC2)cc1)Nc1cccc(C(F)(F)F)c1
  11, -6, 0, 4, 13, 20, -8, 4, -5, 2, 14
- CC(C)C(NS(=O)(=O)c1ccccc1)C(=O)OCC(=O)NNC(=O)c1ccccc1 (stereo not drawn)
  4, 0, -12, 10, 8, 7, -9, 7, 23, 4, -14
- CC(=O)c1noc(C)c1C(=O)Nc1nccs1
  25, 11, -3, -6, -16, 8, 6, 2, -3, -8, -19
- COc1cccc(CN2CCN(CCCc3ccccc3)C(CCO)C2)c1O (stereo not drawn)
  -16, 1, 0, -14, 6, 1, 6, -15, 4, 8, 5
- Cn1c(=O)c(=O)n(C)c2cc(N3CCCC3)c(NS(=O)(=O)c3ccc(Cl)cc3)cc21
  -3, 2, -2, -6, -3, 5, 6, 13, -2, 4, 6
- O=C(O)C1C2CC(C(Br)C2Br)C1C(=O)O (stereo not drawn)
  -22, 3, -12, -20, 37, -7, 4, 4, 8, -5, 0
- O=C(COc1ccc(-n2cnnn2)cc1)Nc1ccc(F)c(Cl)c1
  -19, -1, 7, -9, 4, -16, -5, -2, 26, -4, 3
- CCC(C)(C)n1nnnc1C(c1ccc(F)cc1)N1CCC(C(N)=O)CC1 (stereo not drawn)
  6, -2, -17, 6, 11, 0, -2, 6, -3, -8, 16
- Cc1ccc(CNC(=O)c2ccc(OCC(C)C)cc2)n1C
  -20, -9, 2, 5, 0, -2, -22, -7, 19, 4, -8
- CCCC(=O)Nc1nnc(Sc2ccc(N(C)C)cc2)s1
  -16, -10, 1, 3, -7, -8, -2, 0, 15, -1, 8
- CC(O)(c1ccc(Cl)cc1)C(c1ccccc1)c1ccccn1 (stereo not drawn)
  -20, -4, -84, -3, 28, -9, -18, -5, 24, -2, -16

New compounds follow:
Each structure is followed by: NCOA2 inhibitor, SRC3 inh, SRC1 inh, COUP-TFII inh, TWEAK-Fn14 inh, KKLEB tox, TROY signal inh, C8 TRAIL sens, CF NFkB block, EBV LMP1 NFkB, NR5A2 inv ag
- O=C(NCc1ccccc1)C12CC3CC(CC(C3)C1)C2
  -5, -2, 14, 3, -9, -16, -28, -6, 1, -1, -11
- O=C(CN1CCOCC1)Nc1cc(C(F)(F)F)ccc1Cl
  -16, 7, -1, 12, -17, -3, -11, -17, -12, 0, -8
- S=C(NCc1ccccc1)Nc1ccc(Cl)cc1
  9, 2, -6, 10, -14, 2, -2, 1, -12, -3, 2
- N#Cc1ccccc1CCN1C(=O)c2ccccc2C1=O
  -30, -19, -24, -17, -5, 4, -25, 8, -4, -9, -11
- CN1C(=O)C2(c3ccccc31)N(C)CC(c1ccccc1)C21SC(=S)N(Cc2ccco2)C1=O (stereo not drawn)
  -6, 5, -40, 6, 22, -4, -4, 35, -10, 11, 8
- Fc1ccc(CO/N=C2\CCCc3nonc32)cc1
  -25, 0, -18, -33, -12, 2, -23, 8, -25, 0, -15
- CC1CCN(Cc2ccc(NC(=O)CC3Oc4ccccc4NC3=O)cc2)CC1 (stereo not drawn)
  -11, -17, -4, 12, -2, -3, 2, 2, 7, -18, 12
